# hIAP block: human IAP inhibitors, primary screen, biochemical, luminescence, uHTS | purified IAP, CDP-Star luminescence, 30 min | 330,000 tested, 0.12% active | inhibition, % at 10 µM | Intestinal-type alkaline phosphatase (Homo sapiens), P09923;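 active = inhibition reaching a set limit with compound at 10 µM in the primary screen, cut at about 35% in these data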;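 also: plate controls were DMSO wells with enzyme for no effect and no-enzyme buffer wells for full effect; values of inactives mirror those of a sister screen read the other way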
# hIAP activ: human IAP activators, primary screen, biochemical, luminescence, uHTS; Intestinal-type alkaline phosphatase (Homo sapiens), P09923; purified human IAP, CDP-Star luminescence, 30 min; active compounds read high; 1 = vehicle-only enzyme, 0 = enzyme-free background; activation factor at 10 µM; 330,000 tested, 0.16% active;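 active = activation factor of the enzyme at least 2-fold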; also: the source names both 10 and 20 µM as test concentration; values of inactives mirror those of a sister screen read the other way
# APOBEC3G inh: APOBEC3G DNA deaminase inhibitors, primary screen, biochemical, fluorescence, single-stranded DNA substrate, uHTS; recombinant A3G, ssDNA deamination FAM/TAMRA fluorescence; inhibition, % at 20 µM; 330,000 tested, 0.28% active; AID 493012, 2011;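 active = inhibition of at least 40% at 20 µM, with no more than 30% in the related APOBEC3A deaminase screen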;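 also: plate controls were DMSO wells with A3G for no effect and wells lacking A3G enzyme for full effect; some compounds called inactive have numbers as strong as hits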
# Target sequence (Q9HC16 whole entry, looked up): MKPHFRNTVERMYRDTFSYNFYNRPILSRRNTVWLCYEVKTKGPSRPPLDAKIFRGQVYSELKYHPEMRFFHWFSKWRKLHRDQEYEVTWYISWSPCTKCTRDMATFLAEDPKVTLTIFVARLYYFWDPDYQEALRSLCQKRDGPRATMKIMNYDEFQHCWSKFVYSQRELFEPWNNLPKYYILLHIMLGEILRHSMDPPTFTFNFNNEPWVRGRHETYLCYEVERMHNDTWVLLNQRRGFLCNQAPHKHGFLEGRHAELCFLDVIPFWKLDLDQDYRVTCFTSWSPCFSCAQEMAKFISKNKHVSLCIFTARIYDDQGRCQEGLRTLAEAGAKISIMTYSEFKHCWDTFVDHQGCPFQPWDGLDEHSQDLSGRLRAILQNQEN
# mIAP activ: activators of mouse IAP, primary screen, biochemical, luminescence, uHTS. 330,000 tested, 0.24% active. activation factor at 10 µM. muIAP, CDP-Star luminescence, 30 min; active compounds read high; 1 = vehicle-only enzyme signal, 0 = enzyme-free wells. intestinal alkaline phosphatase [Mus musculus];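 active = activation factor of at least 2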; also: the source names both 10 and 20 µM as test concentration; values of inactives mirror those of a sister screen read the other way
#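 Assay system: mouse IAP enzyme / Compound: DMSO-dissolved test compounds / Timing: 30 min, room temperature / Measured by: luminescence from enzymatic CDP-Star hydrolysis / Control set: DMSO-only wells, enzyme-free buffer wells as negative control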
# beta cell repl: inducers of MIN6 beta-cell proliferation, primary screen, ATP luminescence, uHTS; 330,000 tested, 0.29% active; proliferation, % at 10 µM; MIN6 cells proliferation, ATPlite luminescence, 48 h; cells starved in 0.2% serum; 100% = growth in 10% serum; AID 2380, 2010;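 active = compounds whose signal lies at least 3.5 SD above the mean of all wells on their plate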;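 also: 0% = DMSO-treated cells in low-serum medium and 100% = 10% serum control; some compounds called inactive have numbers as strong as hits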
# MPTP inh: mitochondrial permeability transition pore inhibitors, primary screen, biochemical, isolated mouse mitochondria, absorbance; Ca2+ swelling absorbance, 30 min; inhibition, % at 10 µM; 360,000 tested, 1.4% active;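 active = inhibition of 50% or more, scaled per plate between neutral and stimulator controls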;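 also: 0% = DMSO wells given calcium and 100% = 1 mM EGTA wells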
# ATG4B inhibitor: ATG4B protease inhibitors, primary screen, biochemical, fluorescence, uHTS; Cysteine protease ATG4B (Homo sapiens), Q9Y4P1; ATG4B cleavage of LC3-PLA2, NBD-HPC fluorescence, 1 h; inhibition, % at 8.33 µM; 340,000 tested, 0.51% active; AID 504462, 2011; in the data active = inhibition above about 40%
# Target sequence (Q9Y4P1 whole entry, looked up): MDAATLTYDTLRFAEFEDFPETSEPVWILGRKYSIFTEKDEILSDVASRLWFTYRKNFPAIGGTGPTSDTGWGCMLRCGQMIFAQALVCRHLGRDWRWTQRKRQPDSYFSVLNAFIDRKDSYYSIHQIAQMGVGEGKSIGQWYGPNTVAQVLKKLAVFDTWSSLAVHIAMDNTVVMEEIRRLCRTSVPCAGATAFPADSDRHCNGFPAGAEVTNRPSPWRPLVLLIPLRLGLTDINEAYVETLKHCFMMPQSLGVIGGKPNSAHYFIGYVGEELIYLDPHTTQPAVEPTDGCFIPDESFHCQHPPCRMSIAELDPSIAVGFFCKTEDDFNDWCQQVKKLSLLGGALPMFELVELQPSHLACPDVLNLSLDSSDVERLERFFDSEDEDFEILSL
# A3A deaminase: APOBEC3A ssDNA deaminase inhibitors, primary screen, selectivity assay for APOBEC3G inhibitor project, biochemical, FAM/TAMRA oligo cleavage fluorescence; DNA dC->dU-editing enzyme APOBEC-3A (Homo sapiens), P31941; recombinant A3A, FAM/TAMRA ssDNA deamination fluorescence; inhibition, % at 20 µM; 330,000 tested, 0.41% active;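 active = at least 40% inhibition at 20 µM here, with at most 30% in a related deaminase screen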;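 also: plate controls were A3A with DMSO for no effect and wells lacking A3A enzyme for full effect; some results filed as inactive read as strong as hits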
# Target sequence (P31941 whole entry, looked up): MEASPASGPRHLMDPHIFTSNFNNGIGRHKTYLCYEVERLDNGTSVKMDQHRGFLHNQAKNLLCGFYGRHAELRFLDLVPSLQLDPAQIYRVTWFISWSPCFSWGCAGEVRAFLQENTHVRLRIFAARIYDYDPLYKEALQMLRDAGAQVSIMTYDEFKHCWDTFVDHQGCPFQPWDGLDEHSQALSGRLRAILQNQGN
# mIAP inh: inhibitors of mouse IAP, primary screen, biochemical, luminescence, uHTS | intestinal alkaline phosphatase [Mus musculus] | purified mouse IAP, CDP-Star luminescence, 30 min | inhibition, % at 10 µM | 330,000 tested, 0.2% active | AID 2806, 2010;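 active = inhibition of at least 40% at 10 µM in the primary screen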;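 also: plate controls were DMSO with enzyme for no effect and no enzyme wells for full effect; values of inactives mirror those of a sister screen read the other way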
# * marks the source's active call; other numbers are inactive results; · = no result given; & = joins results of further samples. These rows are one share of the data; count on the stated rates, not on these rows.
SMILES,hIAP block,hIAP activ,APOBEC3G inh,mIAP activ,beta cell repl,MPTP inh,ATG4B inhibitor,A3A deaminase,mIAP inh
Cn1cccc1C1CCCN1CC(=O)Nc1ccc(C#N)c(Cl)c1 (stereo not given),5,0.95,-1,0.94,1,0.0,-6,-3,6
O=C1C(=O)c2cccc3cccc1c23,10,0.9,-2,0.93,-5,0.4,5,2,7
Cc1nc2ccccc2c(=O)n1-c1ccc(-c2ccccc2)cc1,-9,1.1,-3,1,-6,-0.9,18,2,-2
COc1cccc(-c2cc(C(F)(F)F)n3nc(C(=O)N4CCC5(CC4)OCCO5)cc3n2)c1,-1,1,-4,0.87,-3,-0.3,-32,2,13
Cc1ncc([N+](=O)[O-])n1CCOC(N)=O,5,0.95,2,1.1,-4,0.0,-5,1,-13
O=c1c2ccccc2nc(/C=C/c2ccccc2)n1-c1ccc(O)cc1,22,0.79,-6,0.91,-5,0.2,4,-2,9
COc1ccc(-c2cc(=O)oc3c(C)c(OC(C)C(=O)N4C[C@H]5C[C@@H](C4)c4cccc(=O)n4C5)ccc23)cc1 (stereo not given in full),3,0.97,-5,0.87,-1,-0.2,-27,-2,13
Fc1ccc(C(OCCN2CCCC2)c2ccc(Br)cc2)cc1 (stereo not given),3,0.97,3,1,-4,-2.3,9,2,-3
CCCc1cc(=O)oc2cc(OCC(=O)N3CCC(C(=O)O)(c4ccccc4)CC3)ccc12,0,1,-5,1,-4,0.6,-21,1,-2
O=c1[nH]c(=O)n(-c2cccc(Cl)c2)c(O)c1/C=N/c1ccccn1,6,0.94,-2,1.1,1,1.6,-3,0,-6
CC[N+](CC)(CC)CCCOC(=O)C(O)(c1ccccc1)C1CCCCC1 (stereo not given),1,0.99,-4,1,-2,-1.2,-6,0,-1
Oc1ccc(Cl)cc1,-8,1.1,-2,1.1,-1,-1.8,7,1,-14
COC(=O)C1C(OC(=O)c2ccccc2)CC2CCC1N2C (stereo not given),-23&9,1.2&0.91,-9&23,1.1&1,-2&-5,0.0&-2.1,1&-13,-1&2,-7&-1
CCN1CCN(CC(=O)c2c(C)n(Cc3ccccc3)c3ccc(OC)cc23)CC1,8,0.92,-2,0.99,0,-1.4,-6,1,0
Cc1ccc2c(c1)C1CN(C)CCC1N2C(=O)Cc1cccs1 (stereo not given),-26,1.3,-3,1,-1,0.1,-14,-1,-2
COc1ccccc1-n1c(-c2ccc(C)cc2)nc2ccccc2c1=O,6,0.94,-8,0.95,-3,-0.2,7,0,5
N[C@@H](Cc1ccccc1)C(=O)N1C[C@H]2C[C@@H](C1)c1cccc(=O)n1C2,0,1,-12,0.93,6,0.0,-19,-4,7
Cc1ccccc1N1CCN(C2CCCN(C(=O)COc3ccccc3)C2)CC1 (stereo not given),-2,1,1,0.98,-2,-0.2,-3,0,2
COc1ccc(CN2CCCC(C(=O)c3ccc(Cl)cc3)C2)c(O)c1 (stereo not given),-6,1.1,-9,1,-1,0.8,4,2,-4
CCn1c(O)c(C(=O)CC2NCCc3ccccc32)c(=O)n(CC)c1=S (stereo not given),9,0.91,-1,0.9,1,-3.5,-5,0,10
COc1cccc(CN2CCNCC2)c1OC,17,0.83,-4,0.94,-2,-0.2,-5,-4,6
Cc1ccc(N2C(=O)NC(=O)/C(=C\c3cc(C)n(-c4sc5c(c4C#N)CCCC5)c3C)C2=O)cc1,3,0.97,4,0.84,-3,8.3,31,2,16
CCN1C(=O)NC(=O)/C(=C\c2ccc(N3CCOCC3)cc2OC)C1=O,-11,1.1,-5,1,1,·,·,-3,-1
Clc1ccc(-c2nc3ccc(Cl)cn3c2CN2CCOCC2)cc1,-7,1.1,-2,1,-6,-0.2,9,0,-4
O=[N+]([O-])c1ccc(Nc2ccccc2)cc1,-66,1.7,-5,0.86,-2,20,3,-3,14
ClCCNc1nc2ccc(Cl)cc2[nH]1,-10,1.1,-1,1.2,-1,1.0,0,2,-18
C[C@@H]1CC[C@H]2[C@@H](C)C(=O)O[C@@H]3O[C@@]4(C)CC[C@@H]1[C@]32OO4,9,0.91,-12,0.9,0,-0.6,-7,-5,10
CCC(C)(C)n1nnnc1C(c1cccs1)N1CC=C(c2ccc(F)cc2)CC1 (stereo not given),8,0.92,10,0.95,-4,1.5,-6,3,5
COc1ccccc1-n1c(-c2ccccc2Cl)nc2ccccc2c1=O,-2,1,-4,0.91,1,-0.6,-7,-5,10
O=C1NC(=O)C(C/C=C/c2ccccc2)C(=O)N1,1,0.99,4,0.99,-1,1.1,9,-3,1
COC(=O)C1=C(c2ccccc2)C[C@@H]2CC[C@H]1N2C(=O)NCc1ccco1,4,0.96,-2,0.99,3,-0.1,4,2,1
N=c1c2c(n(Cc3ccc(Cl)cc3Cl)c3c1CCC3)CCCC2,-29,1.3,-3,1.1,-4,-0.4,0,3,-12
O=[N+]([O-])c1ccc(-c2ccccc2)c([As](=O)(O)O)c1,4,0.96,-9,0.93,-5,-0.2,-3,-4,7
CCCCn1c(=O)c(C(=O)Nc2ccc(C)cn2)c(O)c2ccccc21,12,0.88,-4,0.93,0,3.7,2,-4,7
O=C(c1cc(F)ccc1F)C1CCCN(Cc2cc(Cl)ccc2O)C1 (stereo not given),-16,1.2,-5,0.96,-2,6.2,0,-5,4
C=CCN1C(=O)NC(=O)/C(=C/c2ccc(N(C)C)c(Br)c2)C1=O,-5,1.1,1,0.9,-2,-2.3,-6,4,10
CN(C)C1(CNC(=O)c2cc(S(=O)(=O)N3CCOCC3)c(Cl)cc2Cl)CCCCC1,16,0.84,-9,1,3,-0.2,-4,-2,-2
CC1N=C(c2ccccc2)c2cc(Br)ccc2NC1=O (stereo not given),-11,1.1,-7,0.98,-2,2.9,0,2,2
CC(C)Cc1nnc(NC(=O)CCC(=O)N2CCN(CCOC(c3ccccc3)c3ccccc3)CC2)s1,-14,1.1,-2,1,-6,0.7,-20,0,-4
CCC(=O)N1N=C(c2c(O)n(CCc3ccccc3)c(=O)[nH]c2=O)CC1c1ccc(OC)c(OC)c1 (stereo not given),16,0.84,-8,1,-3,-6.0,-8,-4,0
Cc1nc2ccc(Cl)cc2c(=O)n1-c1ccccc1Cl,-7,1.1,-7,1,-1,-0.3,-3,-7,-2
CCCNC(=O)N1[C@H]2CC[C@@H]1C(C(=O)OC)=C(c1ccc(Cl)c(C(F)(F)F)c1)C2,-15,1.1,-2,1.1,-5,-1.1,-1,-4,-12
O=C(Cc1ccccc1)N1CCN(Cc2ccc(F)cc2)CC1,-1,1,-7,0.98,-2,0.2,-5,-3,2
CCNC(=S)N(C)CCc1cc2c(c(OC)c1C=C1C(=O)N(C)C(=O)N(C)C1=O)OCO2,2,0.98,3,0.96,1,34,-3,3,4
CCP(=S)(CC)c1ccc(N(C)C)cc1,-16,1.2,5,1,1,0.1,3,-7,0
CCOP(=O)(OCC)C(NC(=O)c1cccc([N+](=O)[O-])c1)C(Cl)(Cl)Cl (stereo not given),-33,1.3,0,1,0,-0.1,-7,3,-4
COC(=O)C1=C(c2ccc(F)cc2OCc2ccccc2)C[C@@H]2CC[C@H]1N2C(=O)NCc1ccc(C)cc1,3,0.97,-12,1.5,-7,-1.1,7,-2,-45
CN1CCN(C(=O)COc2ccc(S(=O)(=O)Nc3ccc(F)cc3)cc2)CC1,-4,1,-3,1.1,-2,-1.2,-1,-3,-6
CN1C(=O)C(=Cc2ccccc2Oc2ccc(Cl)c(F)c2)C(=O)N(C)C1=O,21,0.79,-7,0.97,-3,5.0,13,-3,3
CN(C)C(=Nc1ccccc1)P(=S)(N(C)C)N(C)C,-2,1,-8,1,2,0.5,-12,-2,0

# (continued)
SMILES,hIAP block,hIAP activ,APOBEC3G inh,mIAP activ,beta cell repl,MPTP inh,ATG4B inhibitor,A3A deaminase,mIAP inh
Nc1ncc2[nH]cnc2n1,-4,1,-3&-1,0.99,-3,0.1&-1.7,-9&-2,0&1,5
O=C(CCS(=O)(=O)c1ccc(Br)cc1)N1CCC2(CC1)OCCO2,-12,1.1,-2,1,2,-3.4,3,-7,-3
O=C(Cc1ccccc1)OCc1ccccc1,1,0.99,-9,1,3,-0.4,-9,-2,-3
C[N+]1([O-])[C@@H]2CC(OC(=O)[C@H](CO)c3ccccc3)C[C@H]1[C@@H]1O[C@@H]12 (stereo not given in full),-2,1,-9,1.1,2,1.2,2,-1,-8
CC(C)CC(NC(=O)C1CCCCC1)C(=O)N1CCC2(CC1)OCCO2 (stereo not given),8,0.92,-5,1,3,0.4,0,-1,-1
CNc1ccc2nc3ccccc3[n+](C)c2c1,12,0.88,13,0.98,-5,17,1,12,2
O=C(Cn1c(=S)[nH]c2ccccc2c1=O)N1CCC2(CC1)OCCO2,6,0.94,-9,0.93,4,1.6,2,-2,7
C#C[C@]1(O)CC[C@H]2[C@@H]3CCC4=CC(=O)CC[C@]4(C)[C@H]3CC[C@@]21C,6,0.94,0,0.94,-3,-0.4,-5,1,6
COC(=O)C1=C(c2cc3ccccc3s2)C[C@@H]2CC[C@H]1N2C(=O)NCCNC(C)=O,2,0.98,-7,0.98,-2,-1.8,3,-2,2
O=C(N/N=C\C1C(=O)NC(=S)N(c2ccccc2)C1=O)c1ccc(O)cc1 (stereo not given),-54,1.5,-7,0.82,0,-4.9,-7,0,18
COc1ccc(CN2CCN(C(=O)Cc3ccccc3)CC2)cc1Br,3,0.97,2,1,-5,-0.4,-7,-2,0
Cc1ccc2[nH]c(C)c(CCNCc3cccnc3)c2c1,16,0.84,6,1,0,1.3,8,-2,-4
CC(=O)OC1N=C(c2ccccc2Cl)c2cc(Br)ccc2N(C)C1=O (stereo not given),2,0.98,-3,1,-1,3.3,-1,-5,0
COC(=O)C1=C(c2ccc(OCc3ccccc3)cc2)C[C@@H]2CC[C@H]1N2C(=O)NCc1ccc(N(C)C)cc1,0,0.99,-8,1.1,-3,3.7,2,-9,-13
CC(=O)c1cn(Cc2ccc(C#N)cc2)c2ccccc12,-5,1.1,-3,0.93,1,6.4,-21,3,7
COC(=O)C1=C(c2ccc(OC)c(OC)c2)C[C@@H]2CC[C@H]1N2C(=O)N1CCC(C)CC1,-2,1,-5,0.93,-2,0.7,5,0,7
Cc1cccc(-n2c(C)nc3ccccc3c2=O)c1C,12,0.88,-8,0.97,-2,0.3,1,3,3
CCOc1ccccc1N1C(=O)NC(=O)/C(=C/c2ccc3c4c(cccc24)CC3)C1=O,2,0.98,-3,0.99,1,-8.2,2,-2,1

# Three compounds already listed, ordered by formula weight, descending.
SMILES,hIAP block,hIAP activ,APOBEC3G inh,mIAP activ,beta cell repl,MPTP inh,ATG4B inhibitor,A3A deaminase,mIAP inh
COC(=O)C1=C(c2ccc(OCc3ccccc3)cc2)C[C@@H]2CC[C@H]1N2C(=O)NCc1ccc(N(C)C)cc1,0,0.99,-8,1.1,-3,3.7,2,-9,-13
COC(=O)C1=C(c2ccc(OC)c(OC)c2)C[C@@H]2CC[C@H]1N2C(=O)N1CCC(C)CC1,-2,1,-5,0.93,-2,0.7,5,0,7
Cc1cccc(-n2c(C)nc3ccccc3c2=O)c1C,12,0.88,-8,0.97,-2,0.3,1,3,3

# High-throughput results (PubChem BioAssay)
